Source: PubChem BioAssay
NCI-60 one-dose screen, 48 h, at 10 µM unless noted. Numbers give growth in % (100 = growth as untreated, 0 = no growth, -100 = all killed).
PC-3: PC-3 prostate cancer cells; actives 3.9% (n = 80,000)
SF-539: SF-539 CNS cancer. actives 6.8% (n = 81,000)
SNB-19: SNB-19 CNS cancer cells. actives 2.5% (n = 81,000)
SF-268: SF-268 CNS cancer cells | actives 3.1% (n = 82,000)
SNB-75: SNB-75 CNS cancer; actives 5% (n = 79,000)
SF-295: SF-295 CNS cancer cells; actives 5.6% (n = 79,000)
HCC-2998: HCC-2998 colon cancer | actives 4.7% (n = 79,000)
U251: U251 CNS tumor cells | actives 5.4% (n = 80,000) | AID 1794753
Active calls of the source: *; x = not tested or not shown; & = joins results of further samples; [ ] = another dose, or the depositor's remark. Rule for the calls: active = growth percent below 10; inactive = the rest.

SMILES	PC-3	SF-539	SNB-19	SF-268	SNB-75	SF-295	HCC-2998	U251
CC(C)c1ccc(-c2nc3ccccc3s2)cc1	x	103	x	102	98	121	137	99
Nc1cc(Br)c(-c2nn3c(CCC(=O)c4nc5ccccc5[nH]4)nnc3s2)c(Br)c1	87	83	104	100	93	108	104	97
Cc1ccc(C)c(C(O)(c2cc(C)ccc2C)C2(O)CCCCC2)c1	87	95	99	94	96	96	108	90
Cc1cc(C(O)CN(C)C)cc2c1ccc1cc(C(C)C)ccc12 (stereo not drawn)	49	72	59	62	-63*	-66*	-89*	-49*
CCCC(=O)OCc1ccco1	83	97	111	100	78	99	96	107
Cc1cc2c(cc1C)Nc1sc(N)nc1C(=O)N2	94	93	94	110	83	90	101	97
Cn1cc(-c2csc(-c3c[nH]c4ccc(F)cc34)n2)c2cccnc21	48	31	54	51	36	15	72	37
Cc1ccc(N)cc1S(=O)(=O)Nc1ccccc1	108	113	97	104	110	102	116	106
C#CCOC(=O)Nc1cccc(Cl)c1	95	114	97	99	100	96	95	97
Cn1cc(-c2cc(N)n3nc(-c4cn(C)c5ccc(Br)cc45)cc3n2)c2cc(Br)ccc21	72	85	104	82	82	105	82	-38*
CC(C)C[C@H]1C=C[C@H](CC(C)C)N(Cc2ccccc2)S(=O)(=O)N1Cc1ccccc1	56[7.5 µM]	111[7.5 µM]	85[7.5 µM]	87[7.5 µM]	75[7.5 µM]	93[7.5 µM]	94[7.5 µM]	72[7.5 µM]
Cc1[nH]nc2ncc(C#Cc3cncc(C(=O)Nc4ccc(CN5CCN(C)CC5)c(C(F)(F)F)c4)c3)cc12	49	-3.8*	50	21	-6.2*	34	44	40
CN(C)c1ccc(C2C3CC4CCCCC4N3[C@@]3(C(=O)Nc4cc(Cl)ccc43)C2C(=O)c2nc3ccccc3[nH]2)cc1 (stereo partly drawn)	48	74	78	69	61	68	72	83
Cc1ccc2c(c1)Oc1nc(N)c(C#N)c(N)c1C2Sc1ccc(F)cc1 (stereo not drawn)	-97*	-99*	-98*	-82*	-14*	-97*	-91*	-96*
CCc1nc(C#N)c(N2CCC(c3nc(-c4ccc(F)cc4)no3)CC2)o1	94	96	96	95	x	98	103	100

Compound profiles (already shown). Order of screens: PC-3, SF-539, SNB-19, SF-268, SNB-75, SF-295, HCC-2998, U251
Listed for `Cc1ccc(N)cc1S(=O)(=O)Nc1ccccc1` → 108, 113, 97, 104, 110, 102, 116, 106
Listed for `Cc1ccc2c(c1)Oc1nc(N)c(C#N)c(N)c1C2Sc1ccc(F)cc1` (stereo not drawn) → -97*, -99*, -98*, -82*, -14*, -97*, -91*, -96*
Listed for `CN(C)c1ccc(C2C3CC4CCCCC4N3[C@@]3(C(=O)Nc4cc(Cl)ccc43)C2C(=O)c2nc3ccccc3[nH]2)cc1` (stereo partly drawn) → 48, 74, 78, 69, 61, 68, 72, 83
Listed for `Nc1cc(Br)c(-c2nn3c(CCC(=O)c4nc5ccccc5[nH]4)nnc3s2)c(Br)c1` → 87, 83, 104, 100, 93, 108, 104, 97

Additional compounds.
SMILES	PC-3	SF-539	SNB-19	SF-268	SNB-75	SF-295	HCC-2998	U251
CCOC(=O)/C(=C\c1ccc(N(C)C)cc1)C(C)=O	105	96	95	96	79	106	102	100
c1ccc(CCn2nnc3c(Nc4ccc(N5CCOCC5)cc4)ncnc32)cc1	65	82	96	107	85	94	105	93
CCCCCCCCCCCCCCCC(=O)OC	99	100	102	101	97	96	93	96
CCOc1ccc2cc(-c3nn(CC4CCN(C)CC4)c4ncnc(N)c34)ccc2n1	61&84	73&88	73&91	64&84	35&41	66&96	91&106	71&88
O=C(Nc1ccc2ncnc(NNc3ccccn3)c2c1)c1cccs1	82	104	101	x	102	88	101	104
O=C(O)c1ccc(Br)cc1C(=O)O	107	102	104	109	85	108	100	106
CN1CCN(C(c2ccccc2)c2ccc(Cl)cc2)CC1 (stereo not drawn)	77	99	97	87	55	90	92	89
CC1(C)CC[C@]23CC[C@]4(C)[C@H](CC[C@@H]5[C@@]6(C)C/C(=C\O)C(=O)C(C)(C)[C@@H]6CC[C@]54C)[C@H]2[C@H]1OC3=O	94	104	93	98	98	104	112	102
Nc1cccc(C(=O)NO)c1	127	105	99	102	86	100	104	x
O=S(=O)(Oc1c(Cl)cc(Cl)cc1Cl)c1ccccc1	99	102	103	104	94	94	104	103
Cc1cc2ccccc2c[n+]1CC(=O)c1ccc2ccccc2c1	63	33	53	67	86	37	69	58
OC(c1ccccc1)(c1ccccc1)c1nccn1-c1ccccc1	113	97	99	107	105	104	91	105
Brc1ccc2[nH]cc(-c3nonc3-c3c[nH]c4ccc(Br)cc34)c2c1	72	95	90	82	75	81	92	83
Cc1ccc(C)c(I)c1	101	103	105	103	100	102	103	100
C=C(c1ccc(OC)cc1)C(CC)c1ccc(OC)cc1 (stereo not drawn)	94	91	83	107	81	86	102	89
O=C(COc1ccc(/C=C2\C(=O)Nc3ccc(Cl)cc32)cc1)Nc1ccccc1	63	91	87	89	74	105	103	42
O=C(/C=C/c1c(Cl)nc2sccn12)c1nccs1	91	106	102	85	67	110	102	92
O=c1cc(CSc2nnc(-c3ccccc3)n2-c2ccc(F)cc2)c2ccc3ccccc3c2o1	79	99	99	94	93	96	87	99
COc1ccc(OC)c(-n2cc(C#N)c(N)c2C(=O)c2cc(OC)c(OC)c(OC)c2)c1	109	101	98	108	100	104	118	105
COC(=O)CC1CSC(=S)N1c1ccc(F)cc1 (stereo not drawn)	99	100	90	98	69	92	106	102
N#CC1CCc2c(c(-c3cn[nH]c3C(F)(F)F)nc3c(F)cc4[nH]ncc4c23)C1 (stereo not drawn)	44	20	33	23	-4.9*	74	44	29
CC(N)C#N (stereo not drawn)	95	106	103	106	102	109	103	100
Cn1c(=O)[nH]c2c(cnn2C)c1=O	103	111	103	111	94	103	101	111
CCc1cccc(CC)c1NC(=O)c1ccc(C)cc1	99	95	x	108	104	92	100	101
COC(=O)CC[C@@H](C)[C@H]1CC[C@H]2[C@@H]3CC[C@@H]4C[C@@H](Nc5c([C@@H](C)[C@H]6CC[C@H]7[C@@H]8CCC9=CC(=O)CC[C@]9(C)[C@H]8CC[C@]67C)nc6ccc(Cl)cn56)CC[C@]4(C)[C@H]3CC[C@]12C	88	97	98	101	93	100	113	103
O=[N+]([O-])c1ccc(I)cc1	87	109	104	112	x	112	114	111
COc1ccc(C(=O)CSc2nc(Nc3cccc(S(N)(=O)=O)c3)cc(-c3ccccc3)n2)cc1	84	99	96	103	88	102	115	94
CC(C)(O)CC(=O)/C=C\c1ccc2c(c1)OCO2	99	104	104	104	99	99	100	100
Cc1ccc(/C=C2\CN(Cc3cn(CCNc4ccnc5cc(Cl)ccc45)nn3)C/C(=C\c3ccc(C)cc3)C2=O)cc1	-32*	-52*	-30*	-71*	18	-59*	-91*	-74*
Cc1[c-]onc1C.Cc1[c-]onc1C.[Ag].[Ag].[NH-]S(=O)(=O)c1ccc(N=Nc2cc(N=Nc3ccc(S([NH-])(=O)=O)cc3)c3c(NC(=O)C(Cl)Cl)cccc3c2OC(=O)C(Cl)Cl)cc1	47	93	87	84	45	x	107	83
CCOC(=O)N1C(=O)NC(=O)C1c1ccc(OC)cc1 (stereo not drawn)	101	110	97	100	87	113	104	104
CN(C)c1ncnc2c1ncn2C1CCCCO1 (stereo not drawn)	91	103	97	106	86	116	97	108
O=C(CCCl)Oc1ccc(Br)cc1	115	100	105	101	76	78	92	102
O=C(NCc1ccco1)C(=O)N/N=C/c1ccccc1O	79	88	75	62	89	22	80	52
O=C(O)CN1C(=O)S/C(=C\C(Cl)=C\c2ccc([N+](=O)[O-])cc2)C1=O	99	101	100	96	94	107	104	100
O=c1cc(-c2nc(-c3ccccc3)c(-c3ccccc3)[nH]2)c2cc(Cl)ccc2o1	70	96	92	85	82	108	105	94
COC1OC2COC(c3ccccc3)OC2C(OC(=O)c2ccccc2)C1OC(=O)c1ccccc1 (stereo not drawn)	67	97	98	96	85	79	93	82
COC(=O)/C=C\C(=O)O	98&100	104&110	106&107	105&94	107&91	99&99	123&123	111&99
CCOC(=O)CCC(=O)P(=O)(O)O	63	101	93	114	146	101	100	102
CNCCCNc1nc2ccccc2c2c(=O)c3cc(Cl)ccc3sc12	33	71	56	54	61	63	-90*	-87*
Oc1ccccc1-c1nnc(CNc2ccc(Cl)cc2)o1	34	27	42	27	50	41	38	16
O=C1c2ccccc2-c2ccc(NC(=O)C(F)(F)F)cc21	97	93	109	100	84	85	99	99
O=[N+]([O-])CC(c1ccccc1F)c1c[nH]c2ccccc12 (stereo not drawn)	87	76	80	80	55	68	81	66
COc1cc2nc(Cl)nc(Nc3cccc(C4=NN(C(C)=O)C(c5cc(OC)c(OC)c(OC)c5)C4)c3)c2cc1OC (stereo not drawn)	72	80	67	82	48	63	72	74
Cc1ccc(S(=O)(=O)Nc2ccc3c(c2)C(=O)c2ccccc2-3)cc1	95	102	94	105	73	70	99	x

The final 3 entries of the section before come first, to join the parts:
SMILES	PC-3	SF-539	SNB-19	SF-268	SNB-75	SF-295	HCC-2998	U251
O=[N+]([O-])CC(c1ccccc1F)c1c[nH]c2ccccc12 (stereo not drawn)	87	76	80	80	55	68	81	66
COc1cc2nc(Cl)nc(Nc3cccc(C4=NN(C(C)=O)C(c5cc(OC)c(OC)c(OC)c5)C4)c3)c2cc1OC (stereo not drawn)	72	80	67	82	48	63	72	74
Cc1ccc(S(=O)(=O)Nc2ccc3c(c2)C(=O)c2ccccc2-3)cc1	95	102	94	105	73	70	99	x
COc1ccc(N=Nc2ccc(N)nc2N)cc1	112	100	91	104	95	116	107	98
O=C(C(=O)N1CCCCC1)c1cn(C(=O)c2ccc(Cl)cc2)c2ccccc12	90	92	99	96	76	x	99	103
COc1cc(-c2cc3c(oc2=O)-c2ccccc2OC3OC(C)=O)cc(OC)c1OC (stereo not drawn)	81	92	101	102	106	96	x	96
O=c1[nH]c2ccc(Oc3ncccn3)cc2c(=O)n1Cc1cccc(NS(=O)(=O)c2ccc(F)cc2)c1	87	96	98	94	105	96	94	97
COc1ccc(-n2cc(-c3ccccc3)c3c(SCC(=O)N/N=C/c4ccc(N(C)C)cc4)ncnc32)cc1	87	97	96	96	x	92	93	102
Cn1cc(-c2nn3cc(-c4nccs4)nc3s2)c2ccccc21	78	84	67	101	75	95	102	101
CC1(C)[C@@H](O)/C(=C\c2ccccn2)C[C@]2(C)[C@H]3CC[C@@H]4[C@@H](C(=O)/C=C\c5ccccn5)CC[C@@]4(C)[C@]3(C)CC[C@@H]12	53	81	87	94	55	74	118	69
CC(=O)c1sc2c(c1OC(=O)c1ccc(Cl)cc1Cl)c(=O)n(-c1ccccc1)c(=S)n2-c1ccccc1	-30*	-40*	16	19	x	-32*	25	1.6*
Cc1ccc(Nc2c(O)nc[nH]c2=O)cc1	103	106	x	108	94	140	101	113
O=C(Nc1cccc2cccnc12)c1cc(C(=O)c2ccc(Cl)cc2)n2ccccc12	96	53	64	69	30	80	106	65
O=C(Nc1nc(-c2ccc(Cl)cc2)cs1)c1cc(O)c(O)c(O)c1	47	5.4*	26	27	37	31	x	23
O=C(NCCCl)c1cccc(F)c1	93	110	97	109	117	123	126	104
COc1ccc(C2=CC(c3cc(OC)c(OC)c(OC)c3)N3C(=O)CSC3=N2)cc1OC (stereo not drawn)	76	x	84	84	71	74	100	88
O=C(COc1ccc(Cl)cc1)N1CCN(Cc2ccc3c(c2)OCO3)CC1	90	104	96	96	102	95	100	94
O=[N+]([O-])c1ccc(N/N=C2/CC3CCC2C3)c([N+](=O)[O-])c1 (stereo not drawn)	82	98	91	89	98	96	105	x
C=CCOc1c(CCC)cc(C(=O)N(C)C)cc1CCC	101	105	107	102	112	101	105	99
CCOCCCCC(C)(C)O	98	113	102	106	97	101	115	101
COc1ccc(-c2cn3c(nc4ccccc43)c(-c3ccccc3)n2)cc1	101	102	101	127	85	104	96	102
O=C1N(Cc2ccc([N+](=O)[O-])cc2)c2ccccc2S(=O)(=O)N1c1cccnc1Cl	81	95	88	104	129	104	121	100
COCC1=C(C(=O)OC(C)OC(=O)OC(C)C)N2C(=O)[C@@H](NC(=O)/C(=N/OC)c3csc(N)n3)[C@H]2SC1 (stereo partly drawn)	98	107	113	110	100	104	112	103
C(=N/N=C(N/N=C/c1ccccc1)N/N=C/c1ccccc1)/c1ccccc1	85	112	100	109	101	107	103	105
CN1CCCNc2c(c(=O)c2=O)NCCCN(C)CCCNc2c(c(=O)c2=O)NCCCN(C)CCCNc2c(c(=O)c2=O)NCCCN(C)CCCNc2c(c(=O)c2=O)NCCCN(C)CCCNc2c(c(=O)c2=O)NCCCN(C)CCCNc2c(c(=O)c2=O)NCCC1	104	75	107	86	133	96	95	96
CCCCN(CCCC)CC(CN(CC)CC)OC(=O)Nc1ccccc1 (stereo not drawn)	90	94	107	95	78	77	85	97
Cn1cc(-c2nc(N)nnc2-c2c[nH]c3ccc(F)cc23)c2cccnc21	51	41	39	34	7.1*	16	73	36
O=C1OCC2=C1C(c1ccc(Cl)c(Cl)c1)c1cc3c(cc1N2CCO)CCC3 (stereo not drawn)	25	-10*	32	44	18	-9.4*	x	16
Cc1cc(CCCC(=O)O)c(C)s1	101	97	107	97	102	109	100	94
COc1cccc(-c2nc3occn3c2-c2ccnc(NCCNS(=O)(=O)c3cccc(F)c3)n2)c1	83	111	104	92	100	106	131	104
O=C1CCC(C(=O)NNc2ccc(C(F)(F)F)cc2)N1 (stereo not drawn)	93	93	96	94	74	97	99	100
O=C(NC(c1ccccc1)c1ccccc1)c1ccccc1	78	106	109	104	83	99	98	92
